Source: PubChem (several laboratories)
TPT1 inh: Candida albicans TPT1 enzyme inhibitors, primary screen, biochemical, fluorescence polarization. tRNA 2'-phosphotransferase TPT1 (Candida albicans SC5314). 300,000 compounds, 0.81% hits. inhibition, % at 5 µM. recombinant caTPT1, FP RNA substrate dephosphorylation;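 active = inhibition above the mean of all tested compounds plus 3 SD, set per screening campaign, cut at about 24% in these data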;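 also: plate controls were DMSO alone for no effect and ferristatin control at 100 nM for full effect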
Efflux pump inh: inhibitors of Candida efflux pumps in yeast, primary screen, S. cerevisiae, Nile Red, multiplex; S. cerevisiae Candida pump triplex; inhibition, % at 10 µM; 330,000 compounds, 0.44% hits; AID 485275, 2010;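 active = plate passing quality check with inhibition over a set limit, or well fluorescence over plate mean plus 4 SD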;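 also: Nile Red retained in pooled yeast measured as flow cytometry median fluorescence; 0% = buffer negative control and 100% = Enniatin B positive control; higher means more Nile Red kept so more efflux inhibition; some compounds called inactive have numbers as strong as hits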
PP5 inh: PP5 phosphatase inhibitors, primary screen, biochemical, fluorescence. Serine/threonine-protein phosphatase 5 (Homo sapiens), P53041. purified PP5c, OMFP substrate fluorescence. inhibition, % at 6.7 µM. 320,000 compounds, 0.18% hits. AID 1987, 2009;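 active = inhibition above the campaign's mean inhibition across all tested compounds plus 3 SD, cut at about 9.5% in these data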;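 also: 0% = DMSO only and 100% = 100 µM cantharidin control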
Target sequence (P53041 whole entry, looked up): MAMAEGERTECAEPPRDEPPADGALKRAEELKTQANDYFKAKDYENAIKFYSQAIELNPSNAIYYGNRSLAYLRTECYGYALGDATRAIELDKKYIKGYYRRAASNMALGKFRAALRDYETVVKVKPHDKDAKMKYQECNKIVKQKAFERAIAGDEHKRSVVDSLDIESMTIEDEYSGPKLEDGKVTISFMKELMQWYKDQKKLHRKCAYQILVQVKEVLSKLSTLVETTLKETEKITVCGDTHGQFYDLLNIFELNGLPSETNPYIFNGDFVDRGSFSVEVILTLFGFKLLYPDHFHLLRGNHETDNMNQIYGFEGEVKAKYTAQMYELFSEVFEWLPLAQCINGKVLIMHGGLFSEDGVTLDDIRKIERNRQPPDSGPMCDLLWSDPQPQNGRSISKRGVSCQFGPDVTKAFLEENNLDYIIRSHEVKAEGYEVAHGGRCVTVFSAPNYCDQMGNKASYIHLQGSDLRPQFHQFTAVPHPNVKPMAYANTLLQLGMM
PP1 inh: PP1-alpha phosphatase inhibitors, primary screen, counter-screen for PP5 inhibitor project, biochemical, fluorescence, OMFP substrate, single point; Serine/threonine-protein phosphatase PP1-alpha catalytic subunit (Homo sapiens), P62136; purified PP1alpha; inhibition, % at 6.7 µM; 320,000 compounds, 0.9% hits; AID 2235, 2010;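 active = inhibition above the mean inhibition of all tested compounds plus 3 SD, computed separately for each screening campaign, cut at about 15% in these data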
Target sequence (P62136 whole entry, looked up): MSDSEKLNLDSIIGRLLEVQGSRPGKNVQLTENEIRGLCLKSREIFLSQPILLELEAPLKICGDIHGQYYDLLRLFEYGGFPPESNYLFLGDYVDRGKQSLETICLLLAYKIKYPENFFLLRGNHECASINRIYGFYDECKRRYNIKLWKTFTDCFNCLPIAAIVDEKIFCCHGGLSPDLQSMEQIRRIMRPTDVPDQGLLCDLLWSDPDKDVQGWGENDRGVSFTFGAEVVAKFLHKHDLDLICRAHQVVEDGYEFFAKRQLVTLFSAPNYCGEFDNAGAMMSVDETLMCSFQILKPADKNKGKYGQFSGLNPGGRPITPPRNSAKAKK
EBNA-1 inh: EBNA-1 DNA-binding inhibitors, primary screen, biochemical, fluorescence polarization; inhibition, % at 14.8 µM; 300,000 compounds, 0.34% hits; in the data active = inhibition above about 28%
core dimer inh: inhibitors of HCV core protein dimerization, primary screen, biochemical, TR-FRET, high-throughput | 300,000 compounds, 0.33% hits | inhibition, % at 5 µM | TR-FRET GST/Flag-core106 dimerization, 1536-well | AID 1899, 2009;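 active = inhibition above the mean of all tested compounds plus 3 SD, set per screening campaign, cut at about 45% in these data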
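Material: GST/Flag-tagged HCV core106 proteins. Incubation: 4 h, 22.5 °C incubation. Read-out basis: inhibition (%) from 671 over 617 nm ratio. Measured by: TR-FRET, excitation 340 nm, emission 617 and 671 nm.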
PREPL inhibitor: PREPL enzyme inhibitors, primary screen, biochemical, fluorescence polarization | recombinant PREPL, fluorescence polarization activity-based probe | inhibition, % at 5.96 µM | 320,000 compounds, 0.68% hits | Prolyl endopeptidase-like (Homo sapiens), Q4J6C6; in the data active = inhibition above about 43%;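 also: 0% = enzyme with DMSO and 100% = wells lacking enzyme; many of its hits are not listed in these tables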
Fh CTSL1 inh: Fasciola hepatica cathepsin L1 inhibitors, primary screen, counter-screen for PFM18AAP inhibitor project, biochemical, QFRET, fluorogenic peptide substrate; recombinant F. hepatica cathepsin L1, Z-Leu-Arg-MCA fluorescence; inhibition, % at 5.96 µM; 300,000 compounds, 0.49% hits;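 active = inhibition above the mean of all tested compounds plus 3 SD, set per screening campaign, cut at about 17% in these data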;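 also: 0% = plate median of test compound wells and 100% = 1 µM Z-Phe-Ala-diazomethylketone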
ZTA DNA inh: ZTA (EBV) inhibition in EBNA-1 counter-screen. P03206. ZTA-DNA binding, fluorescence polarization. inhibition, % at 11 µM. 320,000 compounds, 0.15% hits. AID 2234; in the data active = inhibition above about 33%
Target sequence (P03206 whole entry, looked up): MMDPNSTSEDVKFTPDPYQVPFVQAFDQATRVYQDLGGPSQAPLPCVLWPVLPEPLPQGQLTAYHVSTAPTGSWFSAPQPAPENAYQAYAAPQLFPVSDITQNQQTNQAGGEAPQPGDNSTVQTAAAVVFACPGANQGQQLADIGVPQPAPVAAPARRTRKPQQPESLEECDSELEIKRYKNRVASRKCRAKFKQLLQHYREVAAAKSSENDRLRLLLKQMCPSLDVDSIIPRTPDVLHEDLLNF
* = called active by the depositor. A portion of the library; count on the stated rates, not on these rows.

`O=C(O)c1cc(Cl)ccc1NC(=O)C1CCCO1` (stereo not given) gave TPT1 inh -5, Efflux pump inh 0.0, PP5 inh 1.1, PP1 inh -2, EBNA-1 inh 9, core dimer inh 1, PREPL inhibitor 9, Fh CTSL1 inh -1 and ZTA DNA inh 16.
O=C(NC1CCCCC1)C1CCN(S(=O)(=O)N2CCOCC2)CC1 was read as TPT1 inh 0, Efflux pump inh 0.1, PP5 inh 0.7, PP1 inh -6, EBNA-1 inh -12, core dimer inh 0, PREPL inhibitor 16, Fh CTSL1 inh 2 and ZTA DNA inh 13.
Screening Cc1cccc(NC(=O)COc2coc(CN3CCN(c4ccccc4)CC3)cc2=O)c1C returned TPT1 inh 3, Efflux pump inh 0.1, PP5 inh -2.9, PP1 inh 0, EBNA-1 inh 0, core dimer inh 0, PREPL inhibitor 8, Fh CTSL1 inh 2 and ZTA DNA inh 1.
For C=CCNC(=S)NNC(=O)CCC(O)CCCCC (stereo not given) the results were TPT1 inh 3, Efflux pump inh 0.0, PP5 inh -2.3, PP1 inh 0, EBNA-1 inh -3, core dimer inh -3, PREPL inhibitor -4, Fh CTSL1 inh -3 and ZTA DNA inh 10.
O=C(/C=C/c1ccccc1Cl)Nc1ccncc1 was read as TPT1 inh -2, Efflux pump inh 0.2, PP5 inh -1.3, PP1 inh 2, EBNA-1 inh 5, core dimer inh -3, PREPL inhibitor 9, Fh CTSL1 inh 4 and ZTA DNA inh -8.
For COC(=O)c1cccc(N2C(=O)C(Cl)=C(N3CCOCC3)C2=O)c1 the results were TPT1 inh -1, Efflux pump inh 0.1, PP5 inh -0.5, PP1 inh 2, EBNA-1 inh 0, core dimer inh -7, PREPL inhibitor 13, Fh CTSL1 inh 32* and ZTA DNA inh 8.
`COc1cc(C(=O)Nc2ccc(Oc3ncnc4sc(-c5ccccc5)cc34)cc2)cc(OC)c1OC` gave TPT1 inh -3, Efflux pump inh -0.1, PP5 inh 0.6, PP1 inh -5, EBNA-1 inh -2, core dimer inh 2, PREPL inhibitor -4, Fh CTSL1 inh -2 and ZTA DNA inh -7.
`CC(=O)c1ccccc1OCCCN1CCCCC1` gave TPT1 inh -4, Efflux pump inh -0.2, PP5 inh -0.3, PP1 inh 0, EBNA-1 inh 0, core dimer inh -5, PREPL inhibitor 16, Fh CTSL1 inh 1 and ZTA DNA inh -15.
For O=S(=O)(NCc1csc(-c2cccnc2)n1)c1ccc(Cl)s1 the results were TPT1 inh 3, Efflux pump inh 0.0, PP5 inh 3.6, PP1 inh 4, EBNA-1 inh -6, core dimer inh 3, PREPL inhibitor 8, Fh CTSL1 inh -2 and ZTA DNA inh -4.
`CCOC(=O)C1C(=O)OC(C)(C)C1C(CC)C(=O)c1ccccc1` (stereo not given) gave TPT1 inh 0, Efflux pump inh 0.1, PP5 inh 0.0, PP1 inh -3, EBNA-1 inh -4, core dimer inh 1, PREPL inhibitor 0, Fh CTSL1 inh -4 and ZTA DNA inh 6.
Screening CN1CCN(c2nc3c(c(=O)n(C)c(=O)n3C)n2Cc2ccccc2Cl)CC1 returned TPT1 inh -4, Efflux pump inh 0.0, PP5 inh 1.3, PP1 inh 1, EBNA-1 inh -3, core dimer inh -5, PREPL inhibitor 19, Fh CTSL1 inh -9 and ZTA DNA inh -16.
COc1ccccc1CNC(=O)N1CCN(S(=O)(=O)c2ccccc2)CC1 was read as TPT1 inh -2, Efflux pump inh 0.0, PP5 inh 1.6, PP1 inh -2, EBNA-1 inh -6, core dimer inh -11, PREPL inhibitor 14, Fh CTSL1 inh -3 and ZTA DNA inh 0.
For CC(=O)Nc1ccc(CN2CCN(C3CCCC3)C(CCO)C2)cc1 (stereo not given) the results were TPT1 inh -1, Efflux pump inh -0.1, PP5 inh 0.2, PP1 inh -5, EBNA-1 inh -3, core dimer inh -3, PREPL inhibitor 2, Fh CTSL1 inh -1 and ZTA DNA inh -4.
For CC(C)CN(C(=O)CSc1ncnc2ccccc12)C1CCS(=O)(=O)C1 (stereo not given) the results were Efflux pump inh -0.4, PP5 inh -0.9, PP1 inh -2, PREPL inhibitor 0 and ZTA DNA inh 2.
Cn1c(SCC(=O)Nc2ccc(NC(=O)c3ccccc3)cc2)nnc1-c1ccncc1 was read as TPT1 inh -6, Efflux pump inh -0.1, PP5 inh -0.1, PP1 inh 2, EBNA-1 inh 12, core dimer inh 0, PREPL inhibitor -8, Fh CTSL1 inh -3 and ZTA DNA inh 6.
For CN(C(=O)COC(=O)c1ccc(=O)n(Cc2ccccc2)n1)c1ccccc1 the results were TPT1 inh 3, Efflux pump inh 0.1, PP5 inh 1.6, PP1 inh -1, EBNA-1 inh -1, core dimer inh -6, PREPL inhibitor 1, Fh CTSL1 inh 12 and ZTA DNA inh -8.
`CCc1ccc(Nc2n[n+](C)c(-c3ccncc3)s2)cc1` gave TPT1 inh 0, Efflux pump inh 0.1, PP5 inh 0.3, PP1 inh 3, EBNA-1 inh 11, core dimer inh 2, PREPL inhibitor 4, Fh CTSL1 inh 0 and ZTA DNA inh -2.
Cc1ccc(C(=O)NCCCNC(=O)Cc2ccc(Cl)cc2)cn1 was read as TPT1 inh -1, Efflux pump inh -0.1, PP5 inh -1.9, PP1 inh -3, EBNA-1 inh 0, core dimer inh 0, PREPL inhibitor 2, Fh CTSL1 inh 3 and ZTA DNA inh 15.
COC(=O)c1ccc(CSc2nnnn2-c2ccccc2)o1 was read as TPT1 inh 4, Efflux pump inh 0.0, PP5 inh 2.4, PP1 inh 2, EBNA-1 inh -10, core dimer inh -1, PREPL inhibitor 0, Fh CTSL1 inh -2 and ZTA DNA inh 2.
For CCc1cc(C(=O)OC)c(NC(=O)c2cc(Br)cs2)s1 the results were TPT1 inh -4, Efflux pump inh 0.0, PP5 inh -1.8, PP1 inh 0, EBNA-1 inh 8, core dimer inh 2, PREPL inhibitor 6, Fh CTSL1 inh 2 and ZTA DNA inh -13.
`Cc1cc(C)nc(Nc2ncc(O)n2-c2ccc(C)c(C)c2)n1` gave TPT1 inh 7, Efflux pump inh 0.1, PP5 inh 1.5, PP1 inh -5, EBNA-1 inh -14, core dimer inh -6, PREPL inhibitor 9, Fh CTSL1 inh 2 and ZTA DNA inh -10.
Screening COc1nc(N)c(S(=O)(=O)c2ccccc2)cc1C#N returned TPT1 inh 30*, Efflux pump inh -0.1, PP5 inh 1.5, PP1 inh 1, EBNA-1 inh 8, core dimer inh 3, PREPL inhibitor 5, Fh CTSL1 inh -9 and ZTA DNA inh 0.
Screening COc1ccc(-c2csc(NC(=O)C3CSC4(C)CCC(=O)N34)n2)cc1 (stereo not given) returned Efflux pump inh -0.1, PP5 inh -0.9, PP1 inh -2, PREPL inhibitor 15 and ZTA DNA inh -9.
`C[C@H](NC(=O)[C@@H]1Cc2ccccc2CN1)C(=O)NC1CCCC1` gave TPT1 inh -2, Efflux pump inh 0.0, PP5 inh 0.6, PP1 inh -2, EBNA-1 inh 9, core dimer inh -2, PREPL inhibitor -4, Fh CTSL1 inh -3 and ZTA DNA inh 7.
CCc1ccc(NS(=O)(=O)c2ccc(C)c(C(=O)N3CCOCC3)c2)cc1 was read as TPT1 inh -1, Efflux pump inh 0.1, PP5 inh -1.5, PP1 inh -3, EBNA-1 inh 10, core dimer inh 13, PREPL inhibitor 1, Fh CTSL1 inh 1 and ZTA DNA inh -8.
Screening C(=N\Nc1nc2ccccc2[nH]1)/c1cccc2cccnc12 returned TPT1 inh 2, Efflux pump inh -0.2, PP5 inh 0.0, PP1 inh 18*, EBNA-1 inh -1, core dimer inh -22, PREPL inhibitor 63*, Fh CTSL1 inh 2 and ZTA DNA inh -1.
Screening CC(CC(=O)Nc1cccnc1)c1ccccc1 (stereo not given) returned TPT1 inh -1, Efflux pump inh 0.1, PP5 inh 0.9, PP1 inh -1, EBNA-1 inh -3, core dimer inh 3, PREPL inhibitor -15, Fh CTSL1 inh 2 and ZTA DNA inh -1.
For O=C(CN1c2cccc3cccc(c23)S1(=O)=O)Nc1ccc(S(=O)(=O)N2CCOCC2)cc1 the results were TPT1 inh 3, Efflux pump inh -0.1, PP5 inh 3.3, PP1 inh 1, EBNA-1 inh 1, core dimer inh 56*, PREPL inhibitor -3, Fh CTSL1 inh 8 and ZTA DNA inh 4.
For Cc1ccc(OCCCCN2CCC(C)CC2)cc1 the results were TPT1 inh -1, Efflux pump inh 0.0, PP5 inh -0.7, PP1 inh 2, EBNA-1 inh 4, core dimer inh -5, PREPL inhibitor 10, Fh CTSL1 inh 0 and ZTA DNA inh -16.
Cc1ccccc1OCC(=O)Nc1ccccc1C(=O)N1CCCCC1 was read as TPT1 inh 0, Efflux pump inh -0.1, PP5 inh 1.5, PP1 inh 3, EBNA-1 inh 5, core dimer inh 14, PREPL inhibitor 18, Fh CTSL1 inh -2 and ZTA DNA inh 0.
Screening O=C(O)c1ccc(F)c(S(=O)(=O)Nc2ccccc2)c1 returned TPT1 inh 1, Efflux pump inh 0.0, PP5 inh 1.0, PP1 inh 1, EBNA-1 inh 14, core dimer inh -5, PREPL inhibitor -1, Fh CTSL1 inh -3 and ZTA DNA inh 3.
`Cc1ccc2nc(CSc3nnc(-c4ccncc4)n3C)cc(=O)n2c1` gave TPT1 inh -2, Efflux pump inh -0.1, PP5 inh 0.1, PP1 inh -1, EBNA-1 inh -1, core dimer inh 9, PREPL inhibitor 18, Fh CTSL1 inh 1 and ZTA DNA inh 7.
Cc1cccc(NC(=O)c2ccc3nccnc3c2)n1 was read as TPT1 inh -1, Efflux pump inh -0.6, PP5 inh -0.9, PP1 inh -1, EBNA-1 inh 1, core dimer inh -11, PREPL inhibitor 21, Fh CTSL1 inh 0 and ZTA DNA inh 0.
For Cc1ccc(NC(=S)N(CCN(C)C)Cc2cc3cc(C)cc(C)c3[nH]c2=O)cc1 the results were TPT1 inh -4, Efflux pump inh 0.0, PP5 inh -2.3, PP1 inh -3, EBNA-1 inh 3, core dimer inh 9, PREPL inhibitor -2, Fh CTSL1 inh 2 and ZTA DNA inh 2.
COc1ccc(S(=O)(=O)NCCC(=O)NC(C)c2ccccc2)cc1 (stereo not given) was read as TPT1 inh 1, Efflux pump inh 0.0, PP5 inh 1.9, PP1 inh -3, EBNA-1 inh 5, core dimer inh 2, PREPL inhibitor 5, Fh CTSL1 inh 0 and ZTA DNA inh -1.
`CCOC(=O)C1CCN(C(=O)CCNC(=O)Cn2ccc3ccccc3c2=O)CC1` gave TPT1 inh 1, Efflux pump inh 0.2, PP5 inh 0.8, PP1 inh 1, EBNA-1 inh -4, core dimer inh -3, PREPL inhibitor -2, Fh CTSL1 inh 0 and ZTA DNA inh 5.
For O=C(NCc1ccc2c(c1)OCO2)C(=S)N1CCOCC1 the results were TPT1 inh 2, Efflux pump inh 0.0, PP5 inh -2.8, PP1 inh -6, EBNA-1 inh 3, core dimer inh 4, PREPL inhibitor -1, Fh CTSL1 inh 0 and ZTA DNA inh 5.

Looked up one by one from above, 2 records:
`CCOC(=O)C1CCN(C(=O)CCNC(=O)Cn2ccc3ccccc3c2=O)CC1` gave TPT1 inh 1, Efflux pump inh 0.2, PP5 inh 0.8, PP1 inh 1, EBNA-1 inh -4, core dimer inh -3, PREPL inhibitor -2, Fh CTSL1 inh 0 and ZTA DNA inh 5.
CCc1ccc(NS(=O)(=O)c2ccc(C)c(C(=O)N3CCOCC3)c2)cc1 was read as TPT1 inh -1, Efflux pump inh 0.1, PP5 inh -1.5, PP1 inh -3, EBNA-1 inh 10, core dimer inh 13, PREPL inhibitor 1, Fh CTSL1 inh 1 and ZTA DNA inh -8.
